D2 potentiator – HTS Assay for Positive Allosteric Modulators of the Human D2 Dopamine Receptor: Primary Screen for Potentiators. D(2) dopamine receptor (Homo sapiens), P14416. HEK293 T-REx D2, calcium flux, EC20 dopamine potentiation. potentiation, % at 10 µM. 340,000 tested, 0.34% active;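 active = potentiation over 3 SD above the plate norm, cut at about 30% in these data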; note: 0% is about no effect
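Potentiation of an EC20 dopamine calcium response is measured in a force-coupled, tetracycline-inducible Hek293 Trex D2 line. Compound-only kinetic reads over 180 s flag agonists before dopamine addition.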
D1 PAM – Potentiators of Human D1 Dopamine Receptor: qHTS | HEK293 TREx D1 cells, calcium flux, dopamine EC20 potentiation | potentiation, % at 10 µM | 360,000 tested, 0.036% active; in the data active = potentiation above about 30%; note: 0% is about no effect
Target sequence (P21728 whole entry, looked up): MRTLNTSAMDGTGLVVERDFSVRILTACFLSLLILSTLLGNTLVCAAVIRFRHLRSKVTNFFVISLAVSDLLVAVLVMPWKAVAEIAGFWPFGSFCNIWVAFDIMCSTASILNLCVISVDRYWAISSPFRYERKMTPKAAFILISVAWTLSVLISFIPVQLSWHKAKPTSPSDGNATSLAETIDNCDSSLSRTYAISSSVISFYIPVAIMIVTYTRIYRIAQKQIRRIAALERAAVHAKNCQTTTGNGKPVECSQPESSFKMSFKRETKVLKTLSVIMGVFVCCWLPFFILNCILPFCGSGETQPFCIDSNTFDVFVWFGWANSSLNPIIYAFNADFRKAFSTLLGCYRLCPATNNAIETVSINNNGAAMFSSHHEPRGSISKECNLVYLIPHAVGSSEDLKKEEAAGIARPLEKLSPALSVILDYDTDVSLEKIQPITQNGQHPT
GRP78 ERSR act – qHTS for Inducers of the Endoplasmic Reticulum Stress Response (ERSR) in Human Glioma: qHTS. U87-MG GRP78 promoter luciferase reporter, 16 h. Potency, µM, without a hit: top-dose activation, hits mostly activators. 420,000 tested, 0.02% active. AID 602332, 2012; note: potency is the fitted concentration of half-maximal effect; series mostly up to about 76 µM; % of control where 0% means no effect; nearly all actives have a fitted effect of over 35% in size
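ERSR induction read as luciferase luminescence (Bright-Glo, 10 min at room temperature) in stably transfected human U87-MG glioma cells exposed to compounds for 16 h, using GRP78 as sensor.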
D1 antagonist – Antagonist of Human D 1 Dopamine Receptor: qHTS | AID 504652, 2011 | D(1A) dopamine receptor (Homo sapiens), P21728 | 360,000 tested, 3.2% active | HEK293 TREx D1 cells, calcium flux, dopamine EC80; hits give low values | activity change, negative = inhibition, % at 10 µM; in the data active = activity change below about -30%; note: % is set by controls: 0 for no effect and ±100 for the full control effect
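Inducible Hek293 Trex D1 cells (tetracycline, overnight, 30 C). Calcium dye 30–90 min RT. Antagonist mode: EC80 dopamine added after 180 s compound read.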
Vif-APOBEC3G blk – qHTS for Inhibitors of Vif-A3G Interactions: qHTS; 410,000 tested, 0.076% active; AID 602310, 2012; Potency, µM (top dose mostly 46.1 µM), without a hit: top-dose activity, negative = active, most hits filed as inhibitors; HeLa A3G-eYFP + Vif (tagged APOBEC3G with the HIV-1 protein that degrades it), YFP fluorescence, overnight;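 note: potency is the fitted concentration of half-maximal effect; % is set by controls: 0 for no effect and ±100 for the full control effect; nearly all actives have a fitted effect of over 60% in size; hits raise eYFP signal because A3G escapes Vif-driven loss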
Target sequence (Q9HC16 whole entry, looked up): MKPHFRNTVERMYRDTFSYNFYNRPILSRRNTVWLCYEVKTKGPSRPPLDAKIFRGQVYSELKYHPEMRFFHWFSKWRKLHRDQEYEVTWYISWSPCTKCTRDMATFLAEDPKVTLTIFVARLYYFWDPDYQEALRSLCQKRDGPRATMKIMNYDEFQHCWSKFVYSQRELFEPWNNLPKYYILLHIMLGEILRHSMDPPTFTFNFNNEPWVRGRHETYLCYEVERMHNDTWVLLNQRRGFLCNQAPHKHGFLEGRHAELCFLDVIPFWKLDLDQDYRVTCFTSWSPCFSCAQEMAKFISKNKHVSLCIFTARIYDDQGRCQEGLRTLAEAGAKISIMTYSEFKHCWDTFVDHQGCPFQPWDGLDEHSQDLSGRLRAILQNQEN
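Read-out is eYFP fluorescence (Ex 488/Em 500-530) from Vif-expressing HeLa A3G-eYFP cells; more signal means A3G escaped Vif-mediated degradation. Cells plated overnight, compound pinned in, incubated overnight at 37 deg C.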
LDHA inh – qHTS assay for inhibitors of human lactate dehydrogenase | L-lactate dehydrogenase A chain (Homo sapiens), P00338 | 480,000 tested, 0.15% active | activity change, % (values are at about 110 or 230 µM) | purified LDHA, NADH/diaphorase-resazurin fluorescence; hits give low values; in the data active = activity change below about -30%; inconclusive = mostly about -25% to -30%;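 note: plate controls were DMSO wells for no effect and wells without enzyme for full effect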
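Human LDH5 at 2 nM final in Tris HCl pH 7.4 with 0.06 mM NADH and 0.2 mM pyruvate, reacted 5 minutes at room temperature. Remaining NADH coupled via diaphorase/resazurin; resorufin fluorescence read at 0 and 20 minutes, normalized to enzyme-free and DMSO wells.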
Vif-APOBEC3F blk – qHTS for Inhibitors of Vif-A3F Interactions: qHTS. HeLa A3F-eYFP + Vif (tagged APOBEC3F with the HIV-1 protein that degrades it), YFP fluorescence increase. Potency, µM (highest dose often 46.1 µM), for inactives: top-dose activity, negative = active. 390,000 tested, 0.2% active. AID 602313, 2012; note: potency is the fitted concentration of half-maximal effect; % of control where 0% means no effect; nearly all actives have a fitted effect of over 65% in size
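HeLa cells stably expressing Vif plus C-terminally eYFP-tagged A3F were seeded, incubated overnight at 37 deg C, dosed with compound, incubated overnight again at 37 deg C. Yellow fluorescence (Ex 488/Em 500-530) reported blocked Vif-mediated A3F-eYFP degradation.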
D1 ag – Allosteric Agonists of the Human D1 Dopamine Receptor: qHTS. D(1A) dopamine receptor (Homo sapiens), P21728. HEK293 T-REx D1 cells, calcium flux, agonist mode. activation, % at 2 µM. 360,000 tested, 1% active; in the data active = activation above about 30%; note: 0% is about no effect
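Inducible HEK293 T-REx D1 cells, force-coupled to calcium signalling, were plated at 4000 cells/well with tetracycline and held overnight at 30 C. After no-wash calcium dye loading, compound-evoked calcium rise over 180 s flagged agonists.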
RXFP1 ag – qHTS Assay for Agonists of the Relaxin Receptor RXFP1; Potency, µM (top dose mostly 57.5 µM), without a hit: top-dose activation, hits mostly activators; 370,000 tested, 0.3% active; HEK293T-RXFP1 cAMP TR-FRET, 30 min; response scale: percent of porcine relaxin response, buffer zero; note: potency is the fitted concentration of half-maximal effect; % is set by controls: 0 for no effect and ±100 for the full control effect; nearly all actives have a fitted effect of over 60% in size; many of its hits are not listed in these tables
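HEK293 cells stably expressing RXFP1, treated 30 min at 37C with compounds plus PDE4 inhibitor Ro 20174; cAMP measured by HTRF TR-FRET. Normalized to buffer and 29 nM porcine relaxin; EC50 by Hill fit.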
* = called active by the depositor; ? = inconclusive; . = no result given; & = joins results of further samples. Unless noted, calls come from the whole dose curve; as a rule, active = well fitted curve in the direction sought with a large enough effect; inconclusive = small, poorly fitted or top-dose-only effect, or another doubt; inactive = no such curve, though single readings can be large; an effect the other way counts as inactive or inconclusive.

compound,D2 potentiator,D1 PAM,GRP78 ERSR act,D1 antagonist,Vif-APOBEC3G blk,LDHA inh,Vif-APOBEC3F blk,D1 ag,RXFP1 ag
COC(=O)c1ccc(CSC2=NC[C@@H]3[C@@H]4C(=O)N(Cc5ccccc5)C(=O)[C@@H]4[C@](C)(C(=O)OC)N23)cc1,.,.,-2%,.,-2%,-3,1%,.,.
CCOC(=O)c1noc2ncn(CC(=O)Nc3cccc(C(F)(F)F)c3)c(=O)c12,1,1,-2%,1,-1%,0,1%,5,-1.1%
Cc1ccc(S(=O)(=O)NCCC(=O)NCC(c2ccco2)N2CCCCC2)cc1C (stereo not given),.,-8,-1%,-8,-2%,-14,-15%,1,1.7%
CCOc1ccc(CNC(=O)C(CC)n2nc(C)n3c(cc4occc43)c2=O)cc1OC (stereo not given),11,-8,-2%,16,2%,-3,-2%,2,2.3%
CC(=O)NNC(=O)c1cc2sccc2s1,3,2,-4%,-13,-1%,-5,17%,1,-1.0%
O=C(COC(=O)/C=C/c1ccc(Br)o1)NCCCN1CCCC1=O,11,-4,-2%,-3,0%,0,4%,0,0.4%
CCOc1cc(C(C(=O)NCC2CCCO2)N(C(=O)Cn2nnc3ccccc32)c2cccc(OC)c2)ccc1O (stereo not given),13,-3,-1%,25,0%,-8,-7%,3,0.8%
O=C(Nc1ccc(N2CCN(Cc3ccccc3)CC2)cc1)c1ccccc1[N+](=O)[O-],2,9,-2%,1,-3%,-5,-2%,2,-0.3%
CN(C)S(=O)(=O)N1CCC(Oc2cccc(C(=O)NCCCC3CCCC3)c2)CC1,6,-1,-1%,-37*,0%,-2,-5%,19,1.5%
CCc1ccc(-c2nc(NC(=S)NC(=O)c3cccs3)sc2C)cc1,0,-5,-1%,-5,1%,-6,-6%,2,2.4%
COc1ccc2cc(CCNS(=O)(=O)c3ccc(NC(C)=O)cc3)c(=O)[nH]c2c1,10,-1,0%,6,-1%,-5,6%,1,-0.8%
COc1ccc(N/C=C(\C#N)c2ccc(OCCCF)cc2)cc1,-4,0,0%,15,1%,-5,5%,-1,-0.1%
COCc1cc(=O)[nH]c(/N=C(\N)Nc2ccc(Oc3ccccc3)cc2)n1,14,-5,-4%,14,-2%,-8,0%,2,-0.5%
O=C(Cn1cc(SCc2ccccc2)c2ccccc21)N1CCCCCC1,-3,-4,4%,0,-2%,-4,-1%,6,-0.1%
CCn1c2c(c(=N)c3c1CCC3)CCC2,-7,-5,0%,36,-4%,2,-5%,4,10.0%
CCOC(=O)C1CCN(C(=O)CCNC(=O)c2cc(OC)c(OC)c(OC)c2)CC1,8,-4,-4%,-7,1%,-8,1%,0,1.1%
Cc1[nH]n(CCC#N)c(=O)c1CC(=O)N1CCN(c2ccccc2)CC1,5,-2,-4%,-3,0%,7,3%,1,0.0%
c1ccc(Nc2nnc(-c3cccc4ccccc34)o2)cc1,-7,-4,1%,2,-15%,-11,5%,1,3.5%
O=C(Nc1ccc2c(c1)OCO2)C1CCN(Cc2cc3c(cc2O)OCO3)CC1,-16,.,0%,-7,4%,31,?,17,0.6%
O=C(O)c1ccc2nc(-c3cc4cc(Cl)ccc4oc3=O)[nH]c2c1,-13,0,-2%,10,-7%,15,-5%,2,5.0%
C#CCn1c(=NC(=O)c2cc(Cl)sc2Cl)sc2cc(S(N)(=O)=O)ccc21,1,-7,-8%,-2,-4%,-15,-27%,1,2.6%
Oc1ccc(N=Nc2nccs2)c(O)c1,10,-4,1%,-19,0%,19,4%,21,-1.9%
COc1cc(/C=C2\SC(=O)NC2=O)ccc1Oc1ccc([N+](=O)[O-])cc1[N+](=O)[O-],9,-3,17%,17,-11%,0,-3%,6,2.1%
O=C(NCC1CCCO1)C(=O)NCC1CCCN1S(=O)(=O)c1ccccc1 (stereo not given),0,-2,-4%,-3,0%,-2,5%,0,-0.2%
COc1ccc(NS(=O)(=O)c2cccc(C(=O)N3CCN(c4ccccc4O)CC3)c2)cc1,5,2,-4%,16,2%,2,2%,1,0.3%
COc1cc(C(=O)N(C)c2nnc(-c3cccnc3)s2)cc(OC)c1OC,13,-4,.,-10,.,.,.,2,2.0%
O=C(NC(=S)N1CCCCC1)c1csc([N+](=O)[O-])c1,-6,-4,-1%,5,-2%,-6,?,1,4.6%
CSc1nnc(SCC(=O)Nc2ccc3[nH]c(=O)[nH]c3c2)s1,-11,-2,-4%,15,-9%,2,-5%,0,-0.2%
O=C(O)c1cccc(-n2cccc2/C=C\[N+](=O)[O-])c1,-9,-1,1%,6,0%,7,0%,1,0.1%
Cc1ccc(C(=O)NNC(=O)C2CCN(Cc3ccc(Cl)c(Cl)c3)CC2)cc1,-7,-12,-5%,2,-1%,-3,-11%,2,0.3%

5 consecutive entries from above, quoted:
compound,D2 potentiator,D1 PAM,GRP78 ERSR act,D1 antagonist,Vif-APOBEC3G blk,LDHA inh,Vif-APOBEC3F blk,D1 ag,RXFP1 ag
COC(=O)c1ccc(CSC2=NC[C@@H]3[C@@H]4C(=O)N(Cc5ccccc5)C(=O)[C@@H]4[C@](C)(C(=O)OC)N23)cc1,.,.,-2%,.,-2%,-3,1%,.,.
CCOC(=O)c1noc2ncn(CC(=O)Nc3cccc(C(F)(F)F)c3)c(=O)c12,1,1,-2%,1,-1%,0,1%,5,-1.1%
Cc1ccc(S(=O)(=O)NCCC(=O)NCC(c2ccco2)N2CCCCC2)cc1C (stereo not given),.,-8,-1%,-8,-2%,-14,-15%,1,1.7%
CCOc1ccc(CNC(=O)C(CC)n2nc(C)n3c(cc4occc43)c2=O)cc1OC (stereo not given),11,-8,-2%,16,2%,-3,-2%,2,2.3%
CC(=O)NNC(=O)c1cc2sccc2s1,3,2,-4%,-13,-1%,-5,17%,1,-1.0%

Following part
compound,D2 potentiator,D1 PAM,GRP78 ERSR act,D1 antagonist,Vif-APOBEC3G blk,LDHA inh,Vif-APOBEC3F blk,D1 ag,RXFP1 ag
CCOC(=O)c1cc(S(=O)(=O)Nc2cc(C)c(Cl)cc2OC)[nH]n1,0,-2,-4%,4,-2%,8,0%,5,0.4%
Cc1cccc(NC(=O)c2ncn3c2C(=O)NC[C@@H]3C)c1,.,.,-4%,.,1%,-7,-11%,.,.
O=C(Nc1ccccn1)c1ccc(=O)[nH]n1,-4,6,-3%,13,-1%,-2,2%,2,0.7%
COC(=O)Cc1c(C)c2ccc(OC(=O)c3ccco3)cc2oc1=O,3,10,4%,3,0%,-5,2%,2,4.6%
O=C(CCC(=O)Nc1ccccc1Cl)NNC(=O)c1ccccc1[N+](=O)[O-],1,-2,0%,18,1%,1,-1%,0,-0.8%
O=C1C=C(N2CCCCCC2)C(=O)N1c1ccc(Cl)cc1,14,-8,6%,-11,-8%,2,17%,2,-0.8%
COc1ccc(NC(=O)C2CCCN(S(=O)(=O)c3cccs3)C2)cc1 (stereo not given),6,0,-3%,-4,1%,-5,-3%,5,0.7%
CCOC(=O)c1ccc(N=C2S/C(=C\c3cc(C)n(-c4cccnc4)c3C)C(=O)N2C)cc1,-1,-5,-1%,-16,1%,1,-4%,1,1.4%
Cc1cc(NC(=O)CCNS(=O)(=O)c2ccc3c(c2)CCCC(=O)N3)ccc1Br,1,2,-4%,-6,-3%,0,0%,2,-3.5%
Cc1ccc(C=NCc2ccncc2)c(O)c1,-2,-4,-3%,20,1%,1,-3%,3,0.3%
CCC1CCCCN1S(=O)(=O)c1cc2c3c(c1)CC(=O)N3CCC2 (stereo not given),6,-2,-2%,.,2%,-5,-9%,-1,0.6%
CCCCc1nc2sc3c(=O)n(N)cnc3c2c2c1CCCC2,-3,9,-3%,4,0%,-2,-3%,1,1.2%
Cc1cc(C(F)F)n2nc(C(=O)Nc3sc4c(c3C#N)CCC4)nc2n1,1,-4,1%,7,-3%,-2,-17%,0,-0.1%
O/N=C/c1ccc2cccc(OCc3ccccc3)c2n1,-1,0,-5%,10,-10%,0,-11%,8,3.0%
O=C(Nc1ccc(N2CCCCCC2)cc1)c1cccc(S(=O)(=O)N2CCOCC2)c1,16,-7,-3%,1,1%,10,1%,1,-1.9%
O=C(NC1(Cc2ccc(O)cc2)CCCCC1)c1ccccc1,5,-3,1%,-29,2%,-6,-1%,-1,-1.0%
CCOc1cc(C(=O)NC(C)Cc2cccs2)cc(OCC)c1OCC (stereo not given),-4,3,-6%,-3,-2%,0,0%,2,-0.3%
NC(=O)C[n+]1cccc(C(N)=O)c1,-1,-8,-3%,-22,0%,-7,?,1,-0.4%
Cc1ccccc1S(=O)(=O)Cc1ccc(C(=O)N2CCN(c3cccc(Cl)c3)CC2)o1,-11,-3,-6%,7,?,-4,2%,4,-1.9%
C#CC[N+](C)(C)CCCCCCCCCCCC,11,-4,3%,-5,-11%,10&0,-1%,8,0.6%
CCOC(=O)N1CCC(NC(=O)C2=CCN(S(=O)(=O)c3ccc(F)cc3)CC2)CC1,1,-1,4%,-15,1%,-8,?,3,0.0%
O=C(O)CC1=C(Nc2ccccc2)C(=O)N(c2ccccc2)C1c1ccc(F)cc1 (stereo not given),-1,0,3%,8,-1%,-8,-3%,5,1.7%
COC(Cn1c(C)c(C(C)=O)c(C(C)=O)c1C)OC,0,-4,-4%,8,0%,1,-7%,2,0.6%
COc1ccc(NC(=O)C(Cc2ccccc2)n2cccc2)cc1OC (stereo not given),-6&-10,-17&-3,-2%&-3%,7&4,0%&6%,2&-4,0%&0%,8&4,0.8%&0.8%
CNc1ccc(SC#N)cc1,6,1,-7%,.,-29%,13,?,-1,0.5%

Source: PubChem BioAssay

The list is partial; the hit share may differ from the screen's.
